High-throughput results: PubChem, several laboratories
Tn6 DDE FP: DD(E)-Tn6 binding inhibition, primary FP screen. inhibition, % at 8.3 µM. AID 720509. 370,000 tested, 0.21% active. Fibrin DD(E) TRITC-Tn6 fluorescence polarization displacement;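 active = inhibition above a per-campaign cutoff: mean of compounds within control limits plus 3 SD, cut at about 15% in these data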;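 also: 0% = median of all compound wells on the plate and 100% = blocking peptide control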
Target sequence (P02675 whole entry, looked up): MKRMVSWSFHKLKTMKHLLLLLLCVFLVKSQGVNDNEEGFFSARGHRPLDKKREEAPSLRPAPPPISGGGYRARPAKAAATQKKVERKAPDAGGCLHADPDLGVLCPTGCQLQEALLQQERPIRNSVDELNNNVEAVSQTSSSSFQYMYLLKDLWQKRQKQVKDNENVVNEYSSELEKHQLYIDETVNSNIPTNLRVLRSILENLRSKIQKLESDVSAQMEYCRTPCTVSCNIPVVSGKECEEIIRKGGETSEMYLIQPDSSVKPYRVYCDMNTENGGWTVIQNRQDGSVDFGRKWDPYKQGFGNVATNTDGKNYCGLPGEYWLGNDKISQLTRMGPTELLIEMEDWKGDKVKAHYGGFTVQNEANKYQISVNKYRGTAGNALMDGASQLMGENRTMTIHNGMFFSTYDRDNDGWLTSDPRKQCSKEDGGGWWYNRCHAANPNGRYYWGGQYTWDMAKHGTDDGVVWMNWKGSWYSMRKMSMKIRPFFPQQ
ASAP1 GAP inh: blocks human ASAP1-stimulated Arf1 GTP hydrolysis; Q9ULH1; GDP FP detection; inhibition, % at 16.5 µM; 360,000 tested, 0.19% active; in the data active = inhibition above about 25%;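 also: 0% = vehicle with enzyme and substrate and 100% = no enzyme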
ARFGAP1 inhibitor: inhibitors of rat ARFGAP1. Q62848. Arfgap1-stimulated ARF1 GTP hydrolysis, GDP FP detection. inhibition, % at 16.5 µM. 360,000 tested, 0.26% active. AID 651572;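 active = inhibition above a per-plate limit, mean inhibition of low control wells plus 3 SD, cut at about 25% in these data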;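 also: 0% = DMSO wells with enzyme and 100% = wells lacking Arfgap1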
Target sequence (Q62848 1-136 limits assumed): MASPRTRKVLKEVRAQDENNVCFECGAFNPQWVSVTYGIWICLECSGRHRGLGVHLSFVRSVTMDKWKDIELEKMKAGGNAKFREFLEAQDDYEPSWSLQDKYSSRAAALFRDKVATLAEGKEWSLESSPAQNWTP
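Assay system: Rat Arfgap1 GAP domain (His6, aa 1-136), purified enzyme | Buffer or medium: HEPES 25 mM pH 7.5, NaCl 150 mM, MgCl2, DTT | Schedule: GTP hydrolysis reaction 2 h at 25 °C | Signal: FP of antibody-bound GDP Alexa 633 tracer, ex 620/em 688 nm | Measure: Percent inhibition of Arfgap1-stimulated GTP hydrolysis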
FXN GAA850 act: frataxin GAA850 promoter activation. HEK293 lucGAA850 FXN promoter luciferase reporter, 24 h; percent of 10 µM SAHA response. activation, % at 6 µM. 360,000 tested, 0.56% active. AID 540364;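 active = activation above the average of all compounds screened plus 3 SD, cutoff fixed separately per campaign, cut at about 7.5% in these data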;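 also: 0% = DMSO wells and 100% = 10 µM SAHA wells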
rCAG binder: binds r(CAG) RNA repeats; r(CAG) RNA repeat, TO-PRO-1 dye displacement fluorescence; inhibition, % at 3 µM; 370,000 tested, 1.3% active;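 active = inhibition above the plate cutoff, the mean of all test compounds on that plate plus 3 SD, cut at about 35% in these data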;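 also: 0% = DMSO alone and 100% = 100 µM mitoxantrone as full dye displacement; higher means more dye released from RNA so lower well fluorescence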
NPR1 activator: GC-A (human) enzyme activation; P16066; 370,000 tested, 0.14% active; activation, % at 10 µM; AID 1671463; HEK293 GC-A cells, cGMP TR-FRET, EC30 ANP; 0% at EC30 ANP, 100% saturating ANP; in the data active = activation above about 40%
HGIII-sPLA2 inh: Inhibits HGIII-sPLA2 liposome hydrolysis, primary screen | Q9NZ20 | QFRET BODIPY PC-A2 liposome hydrolysis, fluorescence | inhibition, % at 12.2 µM | 370,000 tested, 0.56% active | AID 743126;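 active = inhibition above mean plus 3 SD of compounds lying within the high and low control bounds, cut at about 19% in these data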;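 also: 0% = median of test compound wells and 100% = no enzyme DMSO wells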
ADAM10 inh: inhibits human ADAM10. O14672. recombinant ADAM10, EDANS/DABCYL FRET peptide cleavage, 3 h. inhibition, % at 7 µM. 370,000 tested, 0.62% active. AID 720582;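 active = inhibition above a per-campaign cutoff equal to the mean of compounds falling between control-based bounds plus 3 SD, cut at about 20% in these data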;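 also: 0% = DMSO wells while the 100% control is not disclosed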
KLK7 zymogen act: activates the human kallikrein-7 zymogen | AID 652039 | purified proKLK7, EDANS-DABCYL substrate fluorescence; 100% is mature enzyme control, 0% vehicle | 370,000 tested, 0.9% active | activation, % at 7 µM;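 active = activation above the mean of all tested compounds plus 3 SD, computed per campaign excluding outliers beyond control limits, cut at about 13% in these data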
Target sequence (P49862 whole entry, looked up): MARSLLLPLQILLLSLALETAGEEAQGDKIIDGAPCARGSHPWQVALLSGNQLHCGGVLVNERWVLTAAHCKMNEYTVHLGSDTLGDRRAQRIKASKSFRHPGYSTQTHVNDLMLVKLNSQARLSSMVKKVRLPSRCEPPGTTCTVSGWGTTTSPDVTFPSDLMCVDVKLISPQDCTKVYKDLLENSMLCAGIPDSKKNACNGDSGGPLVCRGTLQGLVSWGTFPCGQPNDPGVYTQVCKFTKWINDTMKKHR
GC-B act: GC-B (human) receptor activation; P20594; HEK293-GC-B cells, CNP EC30, cGMP TR-FRET; 0% at EC30 CNP, 100% saturating CNP; activation, % at 10 µM; 370,000 tested, 0.11% active;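 active = activation at 10 µM reaching about 35% in either raw or pattern-adjusted values, limit read from the data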
Active calls of the source: *; · = no result given.

SMILES	Tn6 DDE FP	ASAP1 GAP inh	ARFGAP1 inhibitor	FXN GAA850 act	rCAG binder	NPR1 activator	HGIII-sPLA2 inh	ADAM10 inh	KLK7 zymogen act	GC-B act
COc1ccc(OC)c(CN2CCN(C(=O)c3ccc(S(=O)(=O)Nc4ccccc4F)cc3)CC2)c1	-4	4	4	1.3	18	-3	-14	-5	0.1	-5
Cc1ccc(NC(=O)Cn2cc(C(F)(F)F)cc(Cl)c2=O)cc1S(=O)(=O)N1CCCCC1	-4	-1	-14	0.8	9	-4	-19	-3	-0.3	-1
CC1Oc2ccccc2N(Cc2cccc(F)c2)C1=O (stereo not given)	7	2	3	2.9	-6	-8	2	2	-0.5	-1
Cc1cccc(-c2c3c(=O)n(C)c(=O)n(C)c3c3nnc4ccccc4n23)c1	-4	-5	12	0.2	2	5	9	-2	0.3	0
CCNC(=S)N1CCC(C(=O)c2ccc(F)cc2)CC1	-3	1	5	0.9	0	1	7	-10	0.6	8
Cc1ccc(C2CC(=O)C=C(NCc3ccccc3)C2)cc1 (stereo not given)	0	-10	-3	-3.9	-4	-9	-3	-4	-0.3	-1
CC(C)=CC(=O)OCC(=O)Nc1cc(C)cc(C)c1	6	4	-2	-1.8	-3	-2	3	-2	-0.4	6
CCC(C)c1c(O)nc(SCC(=O)N2CCCCC2)[nH]c1=O (stereo not given)	-4	-1	0	-0.1	-3	2	1	8	0.2	8
Cn1cc2ccc([N+](=O)[O-])cc2n1	-7	-7	11	1.4	-3	9	13	3	0.0	2
Cc1ccc(S(=O)(=O)N2CCCCC2CCNC(=O)C(=O)NCC2CCCO2)cc1 (stereo not given)	7	-5	-9	0.8	-10	2	1	-7	-0.8	1
Cc1ccc(CNC(=O)C(=O)NCC2OCCN2S(=O)(=O)c2ccc3c(c2)OCCO3)cc1 (stereo not given)	-1	5	-2	-1.0	2	2	0	-7	0.5	0
CC1(C)CC(=O)C(C(c2ccncc2)C2C(=O)CC(C)(C)CC2=O)C(=O)C1	-1	-1	-8	-1.1	1	0	1	3	-0.1	2
O=S(=O)(c1ccc(Br)s1)N1CCN(CCOc2ccccc2)CC1	5	-5	-7	0.6	1	2	-4	-8	0.5	0
CS(=O)(=O)N(CC(=O)NC1CCCC1)Cc1ccc(Cl)cc1	-6	-1	-4	4.0	3	-2	-2	11	-0.4	0
O=S(=O)(NCCc1csc(-c2cccnc2)n1)c1ccc(F)cc1	1	-10	-2	0.6	-6	-3	4	-8	0.5	7
COc1ccc(N(CC(=O)Nc2ccccc2C(=O)N2CCCC2)S(=O)(=O)c2ccccc2)cc1	-5	4	8	0.7	-6	-3	-3	-2	-1.1	-2
COc1ccc(C(=O)CSc2nc3nn(-c4ccccc4)c(=O)c-3c3n2CCCCC3)c(OC)c1	-7	-3	8	-1.7	7	-3	0	-9	0.1	-3
COc1ccc(F)cc1S(=O)(=O)N1CCN(C(=O)c2ccco2)CC1	1	5	7	1.6	0	2	5	3	-0.1	-4
Fc1ccccc1-c1nc2ncccc2o1	-8	-1	-4	2.4	-1	1	5	-10	0.4	6
COc1ccc(CCNC(=O)C2CC(c3cccc([N+](=O)[O-])c3)=NO2)cc1 (stereo not given)	10	1	11	3.3	-4	-1	-2	1	0.5	-3
Cc1cc2c(NC(=O)Nc3ccc(C(F)(F)F)cc3)cccc2nn1	108*	7	1	1.9	22	0	-19	6	-1.3	-4
CCCNC(=O)c1c(N)n(-c2ccc(S(N)(=O)=O)cc2)c2nc3ccccc3nc12	-6	-7	4	-0.3	9	-7	10	-302	-59	-13
O=C(NC1CCCc2c1cnn2-c1ccc(F)cc1F)c1cccs1 (stereo not given)	1	·	·	·	·	-1	0	-7	·	2
COc1nc(NCCN2CCOCC2)nc(Nc2ccccc2)n1	4	11	4	3.3	1	2	3	5	-0.7	-1
C=CCn1c(SCc2ccc(OC)cc2)nnc1-c1cccnc1	-4	2	-1	1.6	-5	-2	-8	1	0.1	-1
COC(=O)c1sc(NC(=S)NC(=O)c2cccc(C)c2)nc1C	8	-8	1	3.2	7	3	7	-6	-0.4	2
O=C(c1ccccc1)C1CCN(c2ncnc3sccc23)CC1	-1	·	·	·	·	-1	-11	2	·	-6
N#Cc1c(Cl)nsc1NN	-6	-6	6	0.5	92*	2	20*	15	-1.1	-12
C=CCn1c(CC#N)nnc1N1CCOCC1	16*	-1	-5	-0.6	1	-2	1	3	-0.2	0
CCCCCCc1nnc(N)s1	-1	2	-2	2.0	-1	6	-6	-3	-0.2	5
O=c1[nH]c(/C=C/c2ccccc2)c([N+](=O)[O-])c(=O)[nH]1	3	5	-4	-1.3	3	5	1	0	-1.1	0
COCCCNC(=O)c1ccc(CS(=O)(=O)Cc2cccc(C)c2)o1	-3	-12	8	-0.5	-7	-4	3	-3	0.4	-5
CC(C)c1ccc(/C=C2\SC(=S)N(CC(=O)NCCCN3CCOCC3)C2=O)cc1	-1	0	-5	4.0	12	0	2	8	0.5	2
O=C(Cc1c[nH]c2ccccc12)NCc1ccc(Cl)cc1Cl	-10	-5	0	1.8	0	-3	-71	1	-0.2	-4
COCc1cc(C)nc(OCC(=O)N/N=C/c2ccc(-c3cc([N+](=O)[O-])ccc3C)o2)c1C#N	11	-16	13	1.1	6	-1	1	-1	0.1	-3
CCOc1ccc(C(NC(C)=O)c2ccc(OC)c(OC)c2)cc1 (stereo not given)	2	-8	-6	1.7	-5	6	-2	0	0.1	6
CCCN(C(=O)c1cc(S(=O)(=O)N2CCCCC2)ccc1Cl)C1CCS(=O)(=O)C1 (stereo not given)	0	7	7	-2.2	2	-1	-5	7	0.3	-5
CCC(=O)Nc1nc2ccccc2n1Cc1ccc(C)cc1	2	-15	-1	-0.9	-1	8	5	0	-0.4	3
O=C(CCCN1C(=O)C2CC=CCC2C1=O)Nc1cccc(F)c1 (stereo not given)	0	7	-1	-1.2	-2	2	4	4	0.1	0
COc1ccc(Cl)cc1NC(=O)CN(C)C(=O)C1CC(=O)N(Cc2ccc(C)cc2)C1 (stereo not given)	1	-10	-6	2.9	-6	-2	-12	-4	0.4	-3
O=C(NC(Cc1ccc2c(c1)OCO2)C(=O)N1CCCC1C(=O)O)c1ccccc1 (stereo not given)	-4	6	-10	-1.5	-1	0	1	-2	0.4	4
Cc1ccccc1NS(=O)(=O)c1cc2c(cc1C)N(C)CCO2	-1	-11	9	-0.6	5	-8	-1	-3	0.3	-2
CCc1noc(C)c1C(=O)OC(C)C(=O)Nc1ccc2c(c1)OCO2 (stereo not given)	0	6	0	0.5	4	-1	2	-12	-0.5	2
C=CCn1c(=O)n(CCC#N)c(=O)n(CCC#N)c1=O	-1	10	12	-2.0	3	-1	12	-3	0.2	4
Cn1cc(CN2CCCC(C(=O)c3ccc(-c4ccccc4)cc3)C2)cn1 (stereo not given)	0	6	-8	1.0	-5	0	-14	10	-1.1	-4
CNc1cc(-c2cnn(CC(C)C)c2)ncn1	2	0	1	2.9	0	0	0	-6	-1.0	-2
O=C(CN1CCN(c2ccccc2)CC1)N1N=CCC1c1ccccc1 (stereo not given)	-7	-1	-6	1.1	-2	-1	1	14	0.1	1
COCC(C)n1c(C)cc(C(=O)CSc2nnc(N)s2)c1C (stereo not given)	1	-10	3	-1.0	9	0	-4	7	-0.1	2
Cn1c(SCc2ccon2)nc2ccccc2c1=O	1	-3	-9	2.0	-4	6	3	-1	0.1	5
CC(C)Cn1c(N)c(C(=O)COC(=O)c2ccccc2C(=O)c2ccccc2)c(=O)n(C)c1=O	-6	-8	-1	-0.7	-1	-3	-16	3	-1.1	0
O=C1/C(=C/Nc2ccc3c(c2)OCO3)CCc2ccccc21	13	6	8	-3.1	6	7	9	0	0.3	-12
CCCCCC(=O)Nc1ccc(N2CCN(C(=O)c3ccccc3)CC2)cc1	2	0	-17	-0.8	-8	1	3	5	-0.5	4
CC(c1ccncn1)N(C)C(=O)c1ccc2oc(Cc3ccccc3)nc2c1 (stereo not given)	2	-5	16	3.6	-9	0	-1	-1	0.0	2
Cc1noc(C)c1-c1ccc(C(=O)NCc2cccs2)c2occc12	-3	8	-2	2.7	0	13	-5	-17	0.1	24
CCCCNC(=O)c1onc(CSc2ccc(C)c(C)c2)c1C(=O)O	2	5	9	0.9	34	4	-1	11	-0.3	-1
S=C(Nc1ccc(Br)cc1)N1CCN(c2ccccn2)CC1	0	4	-12	0.4	2	-1	6	6	-0.4	1
CCC(=O)[C@@]1(C)[C@H](C)C[C@H]2[C@@H]3CCC4=CC(=O)C=C[C@]4(C)[C@H]3[C@@H](O)C[C@@]21C	7	-11	-11	4.3	2	-1	-2	2	0.8	0
CCOC(=O)Cn1c(N2CCOCC2)nc2c1c(=O)[nH]c(=O)n2C	6	3	-2	0.6	0	2	2	-19	0.5	2
CCOc1ccc(-n2c(SCC(=O)Nc3ccccc3-c3ccccc3)nnc2-c2ccncc2)cc1	-2	·	·	·	1	-9	-13	1	0.3	-1
O=C(NCC1CCCO1)c1cccc(Oc2ccccc2)c1 (stereo not given)	3	12	-3	1.3	-6	7	-2	-7	-0.5	1

HGIII-sPLA2 inh, entries above that show a hit.
| SMILES | Tn6 DDE FP | ASAP1 GAP inh | ARFGAP1 inhibitor | NPR1 activator | HGIII-sPLA2 inh | ADAM10 inh | KLK7 zymogen act | GC-B act |
| --- | --- | --- | --- | --- | --- | --- | --- | --- |
| N#Cc1c(Cl)nsc1NN | -6 | -6 | 6 | 2 | 20* | 15 | -1.1 | -12 |

Remaining list, next part:
SMILES	Tn6 DDE FP	ASAP1 GAP inh	ARFGAP1 inhibitor	FXN GAA850 act	rCAG binder	NPR1 activator	HGIII-sPLA2 inh	ADAM10 inh	KLK7 zymogen act	GC-B act
CCn1c2ccccc2c2cc(NC(=O)COC(=O)c3cc(F)cc(F)c3)ccc21	-3	·	·	·	3	-4	3	1	0.0	1
O=C(COC(=O)c1cccc(S(=O)(=O)N2CCCC2)c1)c1ccc(F)cc1	4	21	1	0.1	3	2	-19	1	0.0	6
COc1cc(/C=C(\C#N)c2ccccn2)cc(OC)c1O	-6	-3	23	-1.1	6	-1	-5	-3	2.3	-8
COC(=O)C1=CN(Cc2cccs2)C=C(C(=O)OC)C1c1cccc(OC)c1OC	-1	11	-3	4.7	0	-11	1	-265	-5.8	-10
CN(CC(=O)Nc1ccccc1Cl)CC(=O)c1c(N)n(Cc2ccccc2)c(=O)n(C)c1=O	-5	-2	10	1.3	6	5	8	-22	-0.4	1
O=C(COc1ccc(Br)cc1F)NCC1(N2CCCCC2)CCCCC1	-1	-12	11	-0.8	-2	-3	14	-11	-0.1	-7
CCC(CC)c1nnc(NC(=O)CCNC(=O)c2ccccc2Cl)s1	-2	-1	4	0.1	-3	2	-1	-7	-0.4	0
O=C(NCCCN1CCOCC1)C1COc2ccccc2O1 (stereo not given)	-12	-1	1	1.0	5	8	7	-16	0.4	-3
